Screening data as filed in PubChem BioAssay.
RGS4-Gao reg – human RGS4-Galphao interaction regulation; Multiplexed bead flow cytometry, RGS4-Galphao binding; actives lie on both sides; binding response (% of control), % at 10 µM; 0.33% of 220,000 active; AID 1415; in the data active = binding response below about 49% or above about 150%; inactive = in between;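 note: fluorescent Galphao activated with aluminum fluoride binding bead-coupled RGS4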
Target sequence (P09471 whole entry, looked up): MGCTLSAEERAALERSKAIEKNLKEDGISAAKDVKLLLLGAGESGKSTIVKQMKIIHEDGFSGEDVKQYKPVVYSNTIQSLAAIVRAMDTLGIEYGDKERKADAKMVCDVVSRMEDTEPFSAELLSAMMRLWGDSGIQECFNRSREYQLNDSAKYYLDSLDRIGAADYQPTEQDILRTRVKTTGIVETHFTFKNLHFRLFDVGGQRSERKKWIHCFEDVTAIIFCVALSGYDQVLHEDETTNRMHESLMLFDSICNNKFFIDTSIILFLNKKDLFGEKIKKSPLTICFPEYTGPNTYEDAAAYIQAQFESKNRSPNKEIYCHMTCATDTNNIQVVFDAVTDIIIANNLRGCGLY
RGS7-Gao – modulates binding of RGS7 to human Galphao; P09471; Multiplexed bead flow cytometry; actives lie on both sides; binding response (% of control), % at 10 µM; 0.35% of 220,000 active; AID 1439; in the data active = binding response below about 49% or above about 150%; inconclusive = no clear call, values can overlap the other calls; inactive = in between;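 note: fluorescent Galphao held in activated GDP-AlF4 state binding bead-coupled RGS7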
RGS8-Gao – human RGS8-Galphao interaction regulation; P09471; multiplexed bead flow cytometry, RGS8-Galphao binding; actives lie on both sides; response (percent of control binding), % at 10 µM; 0.34% of 220,000 active; in the data active = response below about 60% or above about 140%; inactive = in between;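 note: Galphao activated as the GDP aluminium fluoride complex binding bead-coupled RGS8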
* marks the source's active call; other numbers are inactive results; ? = inconclusive. Not all compounds are listed; the hit share may differ from the screen's.

no.	SMILES	RGS4-Gao reg	RGS7-Gao	RGS8-Gao
1	CCOC(=O)CC(=O)Nc1ccn[nH]1	114	?	105
2	O=C(NNc1ccc(Cl)cc1)c1c(F)cccc1Cl	98	?	102
3	CCCC(=O)N/C(N)=N/c1nc2ccccc2o1	101	?	101
4	CCOC(=O)C1CCN(C(=O)Nc2ccc(OCc3ccccc3)cc2)CC1	79	?	99
5	CCOC(=O)N1CCC(Nc2c(NCCCN3CCN(c4ccc(OC)cc4)CC3)c(=O)c2=O)CC1	87	?	90
6	COCCCn1c(=O)/c(=C\c2ccccc2OC(C)C)s/c1=C(/C#N)C(=O)Nc1ccc(C(=O)O)cc1	100	?	98
7	O=C(CSc1nccc(-c2cccs2)n1)Nc1cccc(Cl)c1Cl	104	?	101
8	O=S(=O)(c1cccc(F)c1)N1CCc2sccc2C1c1ccc(OC(F)(F)F)cc1 (stereo not drawn)	117	?	114
9	COc1cc(NC(=O)c2ccnc(N)c2)cc(C(=O)Nc2cccc(C(F)(F)F)c2)c1	109	?	105
10	Cc1[nH]c2ccccc2c1/C=N/NC(=O)c1cc(C(C)(C)C)[nH]n1	98	?	102
11	Cc1ccc(SCC(=O)c2ccc(CC(=O)O)s2)cc1	109	?	102
12	COc1cc(OC)c2c(-c3ccccc3)cc(=O)oc2c1C(CC(=O)N1CCOCC1)c1ccc(N(C)C)cc1 (stereo not drawn)	106	?	104
13	Cc1ccc(NC(=O)C23CCC(C)(C(=O)[C@H]2Br)C3(C)C)cc1 (stereo partly drawn)	96	?	101
14	COC(=O)c1ccc(S(=O)(=O)NCc2ccco2)n1C	105	?	101
15	Cc1ccc(CC(=O)NCCC(=O)O)cc1	92	?	94
16	CCOC(=O)c1c(C)n(C)c2ccc(OC)c(NC(=O)CN3CCC(C(=O)OCC)CC3)c12	116	?	106
17	COCCCN1CN(Cc2ccco2)CNC1=S	97	?	98
18	COc1ccccc1/C=C/C(=O)OCC(=O)Nc1ccc(Cl)cn1	99	?	98
19	O=C(O)c1ccc(N/N=C2/CCCc3ccccc32)cc1	114	?	101
20	Cc1nc2c(C)[n+](CC(=O)c3ccccc3)ccc2n1C	100	?	103
21	Cn1c(=O)c2c(ncn2CC(=O)N2CCN(c3ccc([N+](=O)[O-])cc3)CC2)n(C)c1=O	100	?	100
22	Cc1ccc(C(=O)N2CCN(Cc3ccc4c(c3)OCO4)CC2)cc1S(=O)(=O)N1CCOCC1	96	?	101
23	O=C(Nc1nccs1)C1CCCCN1S(=O)(=O)c1ccccc1 (stereo not drawn)	101	?	100
24	Cc1ccc(C2=NN3C(=O)c4ccccc4C3C2)cc1 (stereo not drawn)	26*	?	64
25	O=C(O)CCC(=O)NN1C(=O)c2ccccc2NC1c1ccco1 (stereo not drawn)	102	?	99
26	O=C(NNS(=O)(=O)Cc1ccccc1)c1ccc([N+](=O)[O-])cc1	106	?	101
27	COCCNC(=O)c1onc(CSc2cc(C)cc(C)c2)c1C(=O)NCCOC	98	?	100
28	CCOC(=O)C(=O)N1CCC(C(=O)OCC)CC1	98	?	102
29	COC(=O)c1sccc1NC(=O)CC1C(=O)NCCN1C(=O)c1ccc(N(C)C)cc1 (stereo not drawn)	86	?	99
30	O=C(N/N=C\C=C\c1ccco1)c1cncc(Br)c1	101	?	99

Entries listed above printed as active in RGS4-Gao reg.
no.	SMILES	RGS4-Gao reg	RGS7-Gao	RGS8-Gao
24	Cc1ccc(C2=NN3C(=O)c4ccccc4C3C2)cc1 (stereo not drawn)	26*	?	64

Carrying on.
no.	SMILES	RGS4-Gao reg	RGS7-Gao	RGS8-Gao
31	CC1(C)CC2(CCO1)OC(=O)CC2C(=O)Nc1ccc(Br)cc1 (stereo not drawn)	100	?	101
32	NC(=O)CC(NC(=O)Cc1ccc(Br)cc1)c1ccc(NC2CCC2)c([N+](=O)[O-])c1 (stereo not drawn)	99	?	100
33	CN(NC1OC(=O)c2ccccc21)c1ccccc1[N+](=O)[O-] (stereo not drawn)	103	?	104
34	O=C(CCCN1C(=O)/C(=C/c2cccs2)SC1=S)NNC(=O)c1cccnc1	98	?	100
35	O=C(NCc1ccco1)c1ccc2c(c1)CCO2	107	?	104
36	S=c1nc[nH]c2c1ncn2C1CCCC1	136	?	120
37	CCOC(=O)C1CCCN(C(=O)c2cc(S(=O)(=O)Nc3ccccc3OC)ccc2C)C1 (stereo not drawn)	93	?	97
38	COC(=O)CCCC1=CC2=CC(=O)C(C)(OC(=O)c3cccs3)C(=O)C2=CN1C1CCCC1 (stereo not drawn)	99	?	102
39	O=C(NNC1=Nc2ccccc2SC1)c1ccc(Cl)cc1	104	?	100
40	COC(=O)/C=C1\N/C(=N\c2nc(C)cc(C)n2)N(c2ccc(Cl)cc2)C1=O	104	?	101
41	Cc1cc(NS(=O)(=O)c2ccc(NC(=S)NC(=O)c3ccncc3)cc2)no1	106	?	106
42	Cc1nnc(SCC(=O)Nc2ccccc2F)n1Cc1ccco1	103	?	100
43	COc1ccc(C2CC(=O)Oc3c(C(CCN4CCCCC4)c4ccc(N(C)C)cc4)c(OC)cc(OC)c32)cc1 (stereo not drawn)	95	?	100
44	O=C(CSc1c(F)c(F)cc(F)c1F)Nc1ccc(C2SCCS2)cc1	98	?	101
45	O=[N+]([O-])c1ccc(C2=Nn3cnnc3SC2)cc1	107	?	102
46	CN(C)C(=O)COC(=O)c1ccc(S(=O)(=O)NCc2ccco2)cc1	108	?	103
47	Cc1sc2ncn(CC(=O)Nc3cccc(S(N)(=O)=O)c3)c(=O)c2c1-c1ccccc1	102	?	101
48	COc1cc2c(cc1OC)-c1cc(N3CCc4ccccc43)nc(=O)n1CC2	102	?	103
49	Oc1ccc(/C=C/c2cnccn2)cc1	99	?	100
50	O=C(O)c1cccc(Nc2c([N+](=O)[O-])c(=O)oc3ccccc23)c1	102	?	100
51	COCCN(C(=S)Nc1c(C)cccc1C)C(C)c1ccco1 (stereo not drawn)	100	?	100
52	CCOC(=O)c1cc(-c2csc(N/N=C/c3ccccc3Cl)n2)on1	96	?	100
53	COc1ccc(C(=O)COC(=O)CCc2ccccc2)cc1	103	?	102
54	Cc1cccc(-n2ncc3c(N4CCC5(CC4)OCCO5)ncnc32)c1	106	?	100
55	O=C(Nc1ccc(F)c([N+](=O)[O-])c1)c1ccc2c(c1)C(=O)OC2=O	98	?	105
56	COc1cccc(-c2nnc(NC(=O)c3ccccc3Br)o2)c1	108	?	103
57	O=C1C=CC(=O)N1c1cccc(-c2ccccc2)c1	101	?	96
58	O=c1c2c([nH]c3ccccc13)CCCCC2	97	?	100
59	CCC(CC)c1ncc[nH]1	99	?	99
60	COc1ccc(OCC(=O)NNC(=O)c2c(-c3ccccc3Cl)noc2C)cc1	105	?	103

Of the compounds above, 5 contain bromine.
no.	SMILES	RGS4-Gao reg	RGS7-Gao	RGS8-Gao
13	Cc1ccc(NC(=O)C23CCC(C)(C(=O)[C@H]2Br)C3(C)C)cc1 (stereo partly drawn)	96	?	101
30	O=C(N/N=C\C=C\c1ccco1)c1cncc(Br)c1	101	?	99
31	CC1(C)CC2(CCO1)OC(=O)CC2C(=O)Nc1ccc(Br)cc1 (stereo not drawn)	100	?	101
32	NC(=O)CC(NC(=O)Cc1ccc(Br)cc1)c1ccc(NC2CCC2)c([N+](=O)[O-])c1 (stereo not drawn)	99	?	100
56	COc1cccc(-c2nnc(NC(=O)c3ccccc3Br)o2)c1	108	?	103

From compound 31 up to 32, copied from above:
no.	SMILES	RGS4-Gao reg	RGS7-Gao	RGS8-Gao
31	CC1(C)CC2(CCO1)OC(=O)CC2C(=O)Nc1ccc(Br)cc1 (stereo not drawn)	100	?	101
32	NC(=O)CC(NC(=O)Cc1ccc(Br)cc1)c1ccc(NC2CCC2)c([N+](=O)[O-])c1 (stereo not drawn)	99	?	100

Next structures.
no.	SMILES	RGS4-Gao reg	RGS7-Gao	RGS8-Gao
61	O=C(O)c1cccc(NC(=S)NC(NC(=O)c2cccc([N+](=O)[O-])c2)C(Cl)(Cl)Cl)c1 (stereo not drawn)	99	?	99
62	O=C(NCc1cccc(C(F)(F)F)c1)C1CC(c2ccccc2C(F)(F)F)=NO1 (stereo not drawn)	95	?	99
63	O=C(Nc1nc(=O)n(C(=O)c2cccc(C(F)(F)F)c2)s1)c1ccccc1	99	?	100
64	Nc1nnnn1CC(=O)N/N=C/c1cccs1	105	?	102
65	Cc1nc(C(=O)NC2CCOCC2)sc1C1(C)CC(c2cccc([N+](=O)[O-])c2)=NO1 (stereo not drawn)	111	?	108
66	Cc1ccc(NC(=O)Cn2cnc3cc([N+](=O)[O-])ccc3c2=O)c(Cl)c1	101	?	103
67	O=C(Nc1ccc2ccccc2c1)c1ccc(Cl)cc1Cl	98	?	100
68	CCCn1c(=N)c(S(=O)(=O)c2ccccc2)cc2c(=O)n3ccccc3nc21	95	?	96
69	CSc1nc2ccccc2nc1N(C)S(=O)(=O)c1ccc(C)cc1	100	?	98
70	CCC(=O)Nc1cccc(C2=NOC3(C2)C[C@@H](C(N)=O)N(C(=O)c2cc([N+](=O)[O-])cc([N+](=O)[O-])c2C)C3)c1 (stereo partly drawn)	96	?	98
71	CCCn1nc(NC(=O)C2CCCO2)c2cc3ccc(C)cc3nc21 (stereo not drawn)	97	?	100
72	CN(/N=C/Cc1nnnn1-c1ccc(Cl)cc1)c1ccccc1	94	?	100
73	CCOC(=O)c1sc(=S)n(CC)c1NC(=O)c1ccccc1C	107	?	105
74	COc1cc(/C=C2\SC(=S)N(N(C)c3ccccc3)C2=O)ccc1O	103	?	99
75	CC(/C=C\c1ccccc1)=C/C(=O)O	92	?	95
76	Cn1c(=NC(=O)COc2ccccc2)sc2cc(F)cc(F)c21	104	?	101
77	CCC12CN(C(=O)c3ccc([N+](=O)[O-])cc3)CC(CC)(CN(C(=O)c3ccc([N+](=O)[O-])cc3)C1)C2=O	94	?	96
78	CN1CCN(/C=C(\C#N)S(=O)(=O)c2ccc(Cl)cc2)CC1	100	?	103
79	CC1CCC2(CC1)NC(=O)N(Cc1cc(=O)n3ccsc3n1)C2=O (stereo not drawn)	106	?	101
80	Cn1c(=O)cc(Nc2ccccc2)c2c(=O)n(-c3ccccc3)c(=O)n(-c3ccccc3)c21	95	?	100
81	O=C1C2C3c4ccccc4C(c4ccccc43)[C@@H]2C(=O)N1c1ccccn1 (stereo partly drawn)	109	?	105
82	COc1ccc(C(=O)C2CCCN(Cc3cnc(N4CCOCC4)s3)C2)cc1F (stereo not drawn)	101	?	102
83	CCC(C)[C@H](NC(=O)[C@@H]1Cc2ccccc2CN1C(=O)OC(C)(C)C)C(=O)NCC1CCC(C(=O)O)CC1 (stereo partly drawn)	95	?	95
84	Cc1onc(-c2ccccc2)c1-c1ccnn1S(=O)(=O)c1ccc(Cl)cc1	89	?	97
85	c1ccc(-c2noc(-c3ccno3)n2)nc1	102	?	101
86	N#Cc1c(-c2cccs2)cc(-c2cccs2)[nH]c1=O	94	?	96
87	CCN(CC)CCNC(=O)c1ccc2c(c1NCCO)C(=O)c1ccccc1C2=O	96	?	98
88	N/C(=N\OC(=O)/C=C/c1ccccc1)c1ccc(Cl)cc1	100	?	98
89	CCCCc1nnc(NC(=O)COc2ccc3c(C)cc(=O)oc3c2)s1	102	?	98
90	O=C(Nc1ccc(S(=O)(=O)NC2=NCCCCC2)cc1)c1ccccc1Cl	97	?	99
91	CC(C)C[C@H](NC(=O)c1nc[nH]c1C(=O)N1CCC(C)CC1)C(=O)OC(C)(C)C	90	?	95
92	CCOc1ccc(/C=C2\SC(=S)N(CCC(=O)O)C2=O)cc1	98	?	101
93	CC(C(=O)NN)n1nnc(N2CCOCC2)n1 (stereo not drawn)	91	?	95
94	O=C(Nc1cccc(Cl)c1)N1N=CCC1c1ccccc1 (stereo not drawn)	103	?	104
95	O=C(Nc1ncc([N+](=O)[O-])s1)c1cccc([N+](=O)[O-])c1	89	?	88
96	COc1ccc(/C=N/NC(=O)c2ccn[nH]2)cc1CN1CCOCC1	98	?	101
97	CCOC(=O)c1cc(C#N)c(SC)nc1C	103	?	102
98	Oc1ccc(Cc2ccc(Cl)cc2)c(O)c1	107	?	106
99	CCCCC1=CC2=C(c3ccco3)C(=O)C(C)(OC(=O)c3ccc(OC)cc3)C(=O)C2=CN1CC(C)C (stereo not drawn)	104	?	100
100	CN(/N=C/c1cc(Cl)cc(Cl)c1O)c1c(Cl)cccc1[N+](=O)[O-]	95	?	101
101	COc1ccc(OC)c(/C=N/NC(=O)CCc2c(C)n[nH]c2C)c1	103	?	103
102	Cn1c2c(c(=O)n3ncnc13)CCCC2	102	?	102
103	COC(=O)c1sccc1N/C=C(\C#N)S(=O)(=O)C(C)(C)C	98	?	98
104	CCOc1ccc(N2C(=O)/C(=C/c3ccccn3)SC2=S)cc1	103	?	101
105	Cc1ccc(S(=O)(=O)Nc2cc(-c3ccccc3)nn2C)cc1Cl	107	?	103
